Compound activity deposited in PubChem by National Center for Advancing Translational Sciences (NCATS).
Giardia FBPA inh = Giardia lamblia aldolase inhibition; A8B2U2; purified Giardia FBPA; Potency, µM (highest dose often 59.6 µM), for the others: at the highest dose activity, negative = inhibition, usual class: inhibitors; 0.71% of 290,000 active; note: potency is the fitted concentration of half-maximal effect; nearly all actives have a fitted effect of over 55% in size
Target sequence (A8B2U2 whole entry, looked up): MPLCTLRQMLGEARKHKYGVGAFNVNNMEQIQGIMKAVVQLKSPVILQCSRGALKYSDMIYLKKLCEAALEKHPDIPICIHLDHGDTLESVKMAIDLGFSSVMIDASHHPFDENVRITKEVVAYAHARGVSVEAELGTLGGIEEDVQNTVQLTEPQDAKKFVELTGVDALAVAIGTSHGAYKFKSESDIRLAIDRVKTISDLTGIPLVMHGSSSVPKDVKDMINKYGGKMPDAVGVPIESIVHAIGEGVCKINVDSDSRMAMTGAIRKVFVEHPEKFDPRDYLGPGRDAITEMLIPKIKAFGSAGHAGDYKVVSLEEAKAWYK
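Giardia FBPA (40 nM reagent) was preincubated 10 min at RT with compound (up to 57.5 uM final), then substrate plus GAPDH/TPI/NAD/arsenate coupling system with diaphorase/resazurin was added; resorufin fluorescence (525/598 nm) was read after 20 min.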
HCV inh = blocks hepatitis C virus | Potency, µM (series often up to 41.8 µM), for inactives: at the highest dose activity change, negative = inhibition, usual class: inhibitors | AID 651820 | Huh7.5.1 HCVcc-Cre infection, luciferase reporter, 44 h | 3.4% of 340,000 active; note: potency is the fitted concentration of half-maximal effect
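A cell-based infection assay in which seeded cells (1,000 per well) receive test compound after 4 h, are inoculated with HCVcc-Cre at approximately 0.5 moi, and are incubated 44 h before luminescence detection.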
AMA1-RON2 inh = AMA1-RON2 (P. falciparum) interaction inhibition. AlphaScreen AMA1-biotinylated RON2 peptide binding. Potency, µM (doses to about 58.2 µM), inactives show at the highest dose activity change, negative = inhibition, usual class: inhibitors. 0.2% of 360,000 active;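 note: potency is the fitted concentration of half-maximal effect; 0% = vehicle wells and -100% = peptide control; nearly all actives have a fitted effect of over 45% in size; some results filed as inactive show a strong effect at the top dose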
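AMA1 (3D7) with his tag at 25 nM final met compounds first, then biotinylated RON2 peptide at 25 nM; detection used donor plus acceptor beads, 10 µg/mL apiece, read by AlphaScreen after 30 min at room temperature.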
AmpC detergent = inhibitors of E. coli AmpC beta-lactamase with detergent; 0.041% of 370,000 active; Potency, µM (titrated, usually from 114 µM), without a hit: at the highest dose activity change, negative = inhibition, most hits filed as inhibitors; AID 485294; AmpC hydrolysis of nitrocefin, absorbance 480 nm, 0.01% Triton; P00811;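 note: potency is the fitted concentration of half-maximal effect; 0% = no-compound wells and -100% = no-enzyme wells; nearly all actives have a fitted effect of over 25% in size; some results filed as inactive show a strong effect at the top dose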
Target sequence (P00811 whole entry, looked up): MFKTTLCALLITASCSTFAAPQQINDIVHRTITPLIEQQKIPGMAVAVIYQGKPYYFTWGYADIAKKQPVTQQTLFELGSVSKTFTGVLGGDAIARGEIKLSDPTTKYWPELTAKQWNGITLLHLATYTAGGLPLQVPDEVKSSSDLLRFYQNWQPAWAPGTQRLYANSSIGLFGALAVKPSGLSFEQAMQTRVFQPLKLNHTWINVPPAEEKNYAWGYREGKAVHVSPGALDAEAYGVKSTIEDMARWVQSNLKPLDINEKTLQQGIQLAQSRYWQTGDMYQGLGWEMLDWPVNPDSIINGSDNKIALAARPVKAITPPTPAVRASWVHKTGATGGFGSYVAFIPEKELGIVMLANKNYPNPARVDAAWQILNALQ
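AmpC (5.3 nM in the dispensed reagent) in 20 mM phosphate pH 7.0 with 0.01% (detergent screen) or 0.0001% Triton X-100 was preincubated with compounds for 15 min at room temperature. Nitrocefin was then added from an 800 uM solution, and hydrolysis was followed at 480 nm.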
HCMV antiviral = human cytomegalovirus inhibition. AID 1259415. activity change, negative = inhibition, % at 57.5 µM. HFF cells, HCMV-luciferase reporter, 72 h; active compounds read low. 4.5% of 410,000 active; in the data active = activity change below about -60%; inconclusive = no clear call, values can overlap the other calls; inactive = above about -39%
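Inhibition of viral replication was scored as loss of reporter luminescence in HFFs infected with HCMV-luciferase (MOI 1 PFU/cell) for 72 h; compounds tested at 2 doses, normalized to buffer and Salinomycin controls.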
Sm TGR inh = blocks Schistosoma mansoni thioredoxin glutathione reductase | Q962Y6 | 3% of 360,000 active | Potency, µM (highest dose often 114 µM), for the others: at the top dose activity change, negative = inhibition, most hits filed as inhibitors | purified TGR, DTNB reduction, TNB absorbance 405 nm; note: potency is the fitted concentration of half-maximal effect; nearly all actives have a fitted effect of over 60% in size
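TGR 20 nM + NADPH 100 uM (dispensed conc.), cpd preinc 15 min RT; start with NADPH (500 uM addition) then DTNB (15 mM addition). Kinetic TNB absorbance, 405 nm filter. Four-parameter Hill fit across titration.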
An asterisk follows results filed as active; ? = inconclusive; / = no result given; & = joins results of further samples; [ ] = dose if it differs, or a comment. Unless noted, calls come from the whole dose curve; as a rule, active = well fitted curve in the direction sought with a large enough effect; inconclusive = small, poorly fitted or top-dose-only effect, or another doubt; inactive = no such curve, though single readings can be large; an effect the other way counts as inactive or inconclusive. Unless noted, % is set by controls: 0 for no effect and ±100 for the full control effect.

SMILES | Giardia FBPA inh | HCV inh | AMA1-RON2 inh | AmpC detergent | HCMV antiviral | Sm TGR inh
Cc1ccnc2c(N3C(=O)C4C5c6ccccc6C(c6ccccc65)C4C3=O)cccc12 (configuration not stated) | 0% | ? | -2% | 4% | ? | 2%
N#CC1=C(N)Nc2ncnn2C1c1ccc(F)cc1 (configuration not stated) | -6% | 3% | 25% | -10% | 37 | -4%
COc1ccc(N2CCN(C(=O)CSc3nnc(-c4cccnc4)n3-c3ccccc3)CC2)cc1 | -2% | 10% | -9% | -7% | -6 | -19%
CC(=O)c1ccc(NC(=O)CO/N=C(\C)c2cccs2)cc1 | -1% | ? | -4% | -8% | 21 | -20%
COc1cc(-c2noc(-c3cccc(Cl)c3)n2)cc(OC)c1OC | 5% | 18% | 9% | -14% | -21 | 1%
CC(C)c1ccc(NC(=O)C(c2ccccc2)N2CC(=O)Nc3ccccc32)cc1 (configuration not stated) | 0% | -13% | 11% | -15% | 52 | -10%
O=C(NC1(C(F)(F)F)NC(=O)N(Cc2cccnc2)C1=O)c1ccccc1 (configuration not stated) | 0% | 13% | 13% | -14% | -10 | 3%
COC(=O)C1=C(C)N(C)C(=O)NC1c1ccc(C)cc1 (configuration not stated) | 10% | 21% | -9% | -4% | -30 | 3%
Cc1cccn2c(=O)c(/C=C(\C#N)C(=O)NCc3ccco3)c(N3CCOCC3)nc12 | -3% | -10% | -8% | -4% | -40 | 13%
CC1CCC(NC(=O)C2CCN(C(=O)NC3CCCCC3)CC2)CC1 (configuration not stated) | 2% | / | / | -3% | / | 1%

A draw from above in order of length of the SMILES, rising:
SMILES | Giardia FBPA inh | HCV inh | AMA1-RON2 inh | AmpC detergent | HCMV antiviral | Sm TGR inh
CC1CCC(NC(=O)C2CCN(C(=O)NC3CCCCC3)CC2)CC1 (configuration not stated) | 2% | / | / | -3% | / | 1%
CC(C)c1ccc(NC(=O)C(c2ccccc2)N2CC(=O)Nc3ccccc32)cc1 (configuration not stated) | 0% | -13% | 11% | -15% | 52 | -10%
Cc1ccnc2c(N3C(=O)C4C5c6ccccc6C(c6ccccc65)C4C3=O)cccc12 (configuration not stated) | 0% | ? | -2% | 4% | ? | 2%

More entries follow.
SMILES | Giardia FBPA inh | HCV inh | AMA1-RON2 inh | AmpC detergent | HCMV antiviral | Sm TGR inh
COC(=O)COc1ccc(S(=O)(=O)NCc2ccc3c(c2)OCO3)cc1 | 7% | 15% | -2% | -3% | -23 | -2%
COC(=O)C1C(=O)c2c([nH]c(C(=O)OC3CCCCC3)c2C)CC1C (configuration not stated) | 6% | -2% | -8% | -12% | 27 | -19%
O=[N+]([O-])c1ccc(N2CCOCC2)cc1N1CCCCC1 | 3% | -15% | -32% | -5% | 4 | 1%
CCn1c2ccccc2c2cc(NC(=O)C(C)Oc3ccccc3)ccc21 (configuration not stated) | 3% | -23% | -14% | -20% | 17 | 4%
CN(C)C(CNC(=O)c1cc(S(=O)(=O)N(C)c2ccc(F)cc2)ccc1Cl)c1cccs1 (configuration not stated) | / | ? | -12% | / | -36 | /
COc1cccc(NC(=O)COC(=O)CNS(=O)(=O)c2c(F)cccc2F)c1 | -10% | 20% | -11% | -12% | 18 | -10%
CC12CCC(=O)N1C(C(=O)Nc1nc(-c3ccc(F)c(F)c3)cs1)CS2 (configuration not stated) | / | ? | 15% | -13% | 9 | ?
COCCn1c(SCc2ccc(F)cc2)nc2c1c(=O)[nH]c(=O)n2C | 3% | 9% | -5% | -9% | -18 | ?
O=C(NCc1ccccc1)c1nc[nH]c1C(=O)N1CCN(c2ccccc2)CC1 | / | 4% | 38%[activator] | 6% | -18 | -18%
COc1ccc(CNC(=O)CS(=O)Cc2nc(-c3ccccc3C)oc2C)cc1 (configuration not stated) | 6% | -15% | -6% | ? | 21 | ?
Cc1ccc(S(=O)(=O)Nc2ccncc2)c(C)c1N(C)S(=O)(=O)c1ccc(F)cc1 | 8% | -3% | 3% | -11% | -23 | 3%
CCOC(=O)C1CCN(CCC(=O)Nc2ccc(Br)cc2)CC1 | 0% | 13% | 5% | -13% | 2 | 3%
C/C(CCC(C)C)=N\Nc1cc(C)c2ccccc2n1 | -9% | 3% | -10% | -13% | 68 | 7%
CNC(=S)N(C1=NCC(c2ccc([N+](=O)[O-])cc2)S1)c1ccccc1 (configuration not stated) | -11% | -1% | -28% | 1% | 33 | 68%[activator]
CC(C)(C)c1ccc(C(=O)NCc2nnc(SCC(=O)NCC3CCCO3)o2)cc1 (configuration not stated) | -21% | 19% | 96%[activator] | 2% | ? | -16%
O=C(C1=C[C@H](C2CC2)C[C@H](OCc2ccc(CO)cc2)O1)N1CCN(Cc2ccccc2)CC1 | 0% | ? | 13% | 4% | -30 | ?
CN(C)c1ccc(N=Nc2ccc(C(=O)O)cc2)cc1 | ? | 16% | 1% | 2% | -15 | 40µM*
Cc1cc(N)nc(=O)n1C1CC(O)C(CO)O1 (configuration not stated) | / | 13% | -3% | / | -17 | /
O=C(NCCN1CCN(c2cccc(Cl)c2)CC1)Nc1ccccc1 | 0% | -9% | 7% | 2%&-1% | 14&-12 | 6%&1%
O=C(CNC(=O)c1ccc(Br)o1)NCC1COc2ccccc2O1 (configuration not stated) | / | 3% | 2% | / | ? | /
O=C(Nc1cccc(F)c1)C1CCN(C(=O)c2ccco2)CC1 | 3% | 5% | 1% | -2% | 10 | 1%
N#Cc1c(SCC(=O)O)nc(N2CCOCC2)c2c1CCCC2 | 1% | 11% | -13% | -8% | 21 | 2%
Cc1ccc(C(C)C)c(OCc2nn(CC(=O)c3ccc(OC(F)F)cc3)c3[n+]2CCCCC3)c1 | -8% | ? | -9% | -1% | / | -1%
C/C(=N\NC(=O)CN1CCN(c2ccc(F)cc2)CC1)c1ccco1 | / | 20% | 4% | / | 4 | /
CSC(=Nc1ccccc1)Nc1ccccc1 | 0% | 0% | 10% | -11% | -15 | -1%
N[C@@H](Cc1ccccc1)c1nnc(SCc2ccccc2Cl)o1 | -5% | -3% | 70%[activator] | 0% | -70* | 1%
Cn1c(SCC(N)=O)nnc1C1CCN(C(=O)NC2CCCCC2)CC1 | 4% | 5% | 6% | ? | 29 | 0%
Cc1cc(C)c(NS(=O)(=O)c2ccccc2)c(C)c1NS(=O)(=O)c1ccccc1 | / | ? | 0% | / | -72* | /
CC(=O)c1ccc(C(=O)N2CCCC(Nc3ccccc3)C2)s1 (configuration not stated) | -4% | -2% | -1% | ? | 24 | -10%
Cc1nc2nc(C)c(CCC(=O)N3CCN(c4ccccn4)CC3)c(C)n2n1 | -6% | 15% | 18% | -3% | -8 | 7%
O=C(COC(=O)C1(c2ccc(F)cc2)CCCC1)NCc1ccco1 | -6% | -16% | 5% | 3% | -1 | 32µM*
CC(=O)Nc1ccc(NC(=O)CCc2ccc(C)o2)cc1 | / | 8% | -6% | -2% | -18 | -3%
COc1cc(C2NC(=S)NC(c3ccccc3)=C2C(C)=O)cc(Cl)c1OCC(=O)O (configuration not stated) | 11% | 6% | 4% | ? | 35 | -15%
Cn1c(SCCOc2ccccc2Cl)nnc1-c1cccs1 | 1% | 7% | -8% | -12% | ? | -1%
Cc1ccc2nc(SC(C)C(=O)NCc3ccco3)[nH]c2c1 (configuration not stated) | -4% | 2% | 11% | -15% | -2 | ?
O=C(NC(=S)N1CCN(c2ccccc2)CC1)c1c(F)cccc1F | / | 15% | 79%[activator] | 6% | -39 | -4%
CC1CN(c2ncc(/C=N/NC(=O)c3ccccc3O)s2)CC(C)O1 (configuration not stated) | -10% | -19% | 72%[activator] | -1% | 117 | 1%
C[C@@H]1CN([C@H](C)CO)C(=O)c2cc(NC(=O)Nc3ccc4c(c3)OCO4)ccc2O[C@H]1CN(C)Cc1ccncc1 | / | 46%[activator] | -3% | / | -13 | /
FC(F)(F)c1nnc2ccc(N3CCCCCC3)nn12 | 7% | -14% | 2% | ? | 35 | 3%
COc1ccc(C2=NS(=O)(=O)N(C)C(C(=O)N3CCCCC3C)=C2)cc1 (configuration not stated) | 4% | -17% | -1% | ? | 1 | -12%

Brought forward from above: 3 compounds, followed by the next part.
SMILES | Giardia FBPA inh | HCV inh | AMA1-RON2 inh | AmpC detergent | HCMV antiviral | Sm TGR inh
C[C@@H]1CN([C@H](C)CO)C(=O)c2cc(NC(=O)Nc3ccc4c(c3)OCO4)ccc2O[C@H]1CN(C)Cc1ccncc1 | / | 46%[activator] | -3% | / | -13 | /
FC(F)(F)c1nnc2ccc(N3CCCCCC3)nn12 | 7% | -14% | 2% | ? | 35 | 3%
COc1ccc(C2=NS(=O)(=O)N(C)C(C(=O)N3CCCCC3C)=C2)cc1 (configuration not stated) | 4% | -17% | -1% | ? | 1 | -12%
CCOc1ccc(NC(=O)COC(=O)c2ccc(S(=O)(=O)N3CCOCC3)cc2)cc1 | / | 2% | -11% | / | 60 | /
CCOC(=O)c1nc(C)n(-c2cc(Cl)cc(Cl)c2)n1 | -1% | 10% | -15% | ? | -9 | -24%
COc1cc(CCC(=O)N2CC(C)OC(C)C2)cc(OC)c1OC (configuration not stated) | / | 7% | 1% | -1% | -1 | 0%
COc1ccccc1N1CCN(c2ncnc3c2cnn3-c2cc(Cl)ccc2C)CC1 | / | / | / | 5% | ? | 15%
Cc1ccc(C)c(N2CCN(C(=O)CCc3nc(-c4ccccc4C(F)(F)F)no3)CC2)c1 | / | ? | 0% | / | 74 | /
Cc1ccc(NC(=O)c2cccc(N3C(=O)C4C5C=CC(C5)C4C3=O)c2)cc1C (configuration not stated) | / | -25% | 10% | -1% | ? | -4%
Cc1ccc(C)c(CSc2nnc([C@@H]3CCCN3)o2)c1 | -4% | 9% | 48%[activator] | -2% | -10 | 0%
Cc1[nH]c2ccccc2c1CCN(Cc1cccnc1)C(=S)Nc1cccc(F)c1 | -2% | 16µM* | ? | 3% | -6 | 0%
N#C/C(C(=O)N1CCCC1)=C1/N=C(N)c2ccccc21 | 15% | 18% | -4% | -4% | 23 | 2%
CCN=C(Nc1ccc2c(c1)OCO2)SC1CC(=O)N(c2ccc(OC)cc2)C1=O (configuration not stated) | -1% | -22% | -7% | ? | -5 | -11%
CCc1cc2ccc(C)cc2nc1SCC(=O)Nc1cc(C)on1 | 2% | -2% | 12% | 7% | 29 | ?
CCOC(=O)CN1C(=O)N[C@@H](c2cccs2)C(C(=O)OC)=C1C | 0%[12.9 µM] | -10% | 12% | / | -5 | /
O=C(NCc1cccc(Br)c1)C1CCN(C(=O)c2sccc2-n2cccc2)CC1 | / | / | / | 21% | -25 | 3%
O=C(CCN1C(=O)/C(=C\c2cccs2)SC1=S)Nc1ccc(C(=O)O)cc1 | / | 9% | -11% | 8% | -21 | -50%
O=C(Nc1cc(Sc2nc3ccccc3s2)cc([N+](=O)[O-])c1)c1cccc(F)c1F | -2% | ? | -5%[11.6 µM] | -9% | ? | -14%
O=C(OCc1nc(-c2ccccc2)oc1COC(=O)c1ccco1)c1ccco1 | 7% | -5% | -9% | -8% | 6 | ?
O=C(CSc1nnc(Cn2c(=O)sc3ccccc32)n1-c1ccccc1)NCC1CCCO1 (configuration not stated) | 3% | -2%&3% | -9% | ? | 36 | -18%
CC(=O)n1cc([C@@H]2C=C(C(=O)Nc3ccccc3)O[C@H](OCCCCO)C2)c2ccccc21 | -8% | ? | 7% | -5% | 65 | -20%
